PI4K2A inh – PI4K2A (human) kinase inhibition | Q9BTU6 | AID 1346378 | purified PI4K2A, ADP-Glo luminescence, 1 h; stronger effect = lower value | activity change, negative = inhibition, % at 76.9 µM | actives 0.13% (n = 420,000); in the data active means activity change below about -50%; inconclusive means mostly about -30% to -49%;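 further: -100% = wells without enzyme as full effect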
Target sequence (Q9BTU6 whole entry, looked up): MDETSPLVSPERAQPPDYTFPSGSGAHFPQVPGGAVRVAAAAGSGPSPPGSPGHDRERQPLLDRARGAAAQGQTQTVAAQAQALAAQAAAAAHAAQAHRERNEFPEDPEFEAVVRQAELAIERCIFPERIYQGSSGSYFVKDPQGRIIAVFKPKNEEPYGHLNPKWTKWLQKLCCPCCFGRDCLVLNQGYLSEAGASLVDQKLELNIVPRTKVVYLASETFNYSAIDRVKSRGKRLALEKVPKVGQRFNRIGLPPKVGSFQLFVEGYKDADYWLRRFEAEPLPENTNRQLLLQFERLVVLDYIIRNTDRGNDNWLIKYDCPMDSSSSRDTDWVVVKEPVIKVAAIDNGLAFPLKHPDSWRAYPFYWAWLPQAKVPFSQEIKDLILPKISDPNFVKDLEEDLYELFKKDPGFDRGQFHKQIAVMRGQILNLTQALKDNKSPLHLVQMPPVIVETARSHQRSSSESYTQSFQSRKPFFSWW
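Compounds are screened against recombinant PI4K2A using PI as substrate and ATP, the latter dispensed at 300 microM. Reactions run one hour at ambient temperature before ADP-Glo detection; full inhibition defined by wells lacking enzyme.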
IDH1 R132H inh – inhibitors of human mutant IDH1 R132H; O75874; IDH1-R132H enzyme, NADPH consumption, diaphorase/resazurin fluorescence; Potency, µM (series often up to 76.6 µM), without a hit: at the top dose activity change, negative = inhibition, most hits filed as inhibitors; actives 0.093% (n = 390,000); further: potency means the concentration at half of the fitted maximal effect; on the % scale 0 is the no-effect control and ±100 the full control effect; nearly all actives have a fitted effect of over 65% in size
Target sequence (O75874 whole entry R132H, stated change not applied): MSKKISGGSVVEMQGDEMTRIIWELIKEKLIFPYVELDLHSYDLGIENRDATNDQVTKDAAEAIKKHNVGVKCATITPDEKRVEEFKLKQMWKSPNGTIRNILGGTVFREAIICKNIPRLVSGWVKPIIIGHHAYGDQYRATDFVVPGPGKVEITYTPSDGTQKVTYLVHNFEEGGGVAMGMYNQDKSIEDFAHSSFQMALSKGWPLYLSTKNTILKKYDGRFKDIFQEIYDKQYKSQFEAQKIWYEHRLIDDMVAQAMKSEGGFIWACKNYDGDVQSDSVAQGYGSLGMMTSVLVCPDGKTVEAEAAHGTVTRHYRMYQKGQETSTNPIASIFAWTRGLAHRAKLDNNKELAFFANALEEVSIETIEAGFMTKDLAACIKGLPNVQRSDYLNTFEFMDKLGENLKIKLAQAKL
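IDH1-R132H (0.5 ug/mL) preincubated 30 min with compound, then NADPH (0.016 mM) and alpha-KG (2 mM) added; 80 min at RT, pH 7.5. Remaining NADPH coupled via diaphorase/resazurin to fluorescence (540/590 nm); concentration-response curves normalized to no-enzyme control.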
Vif-A3F inh – inhibitors of Vif-A3F interaction; HeLa A3F-eYFP + Vif (tagged APOBEC3F with the HIV-1 protein that degrades it), YFP fluorescence increase; Potency, µM (doses to about 46.1 µM), for inactives: at the highest dose activity, negative = active; actives 0.2% (n = 390,000); further: potency means the concentration at half of the fitted maximal effect; % of control where 0% means no effect; nearly all actives have a fitted effect of over 65% in size
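HeLa cells stably expressing A3F-eYFP plus Vif, plated and incubated overnight at 37 deg C, then exposed to compounds overnight at 37 deg C. Blocked degradation read as raised yellow fluorescence (Ex 488/Em 500-530).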
LDHA block – LDHA (human) enzyme inhibition | AID 1347041 | purified LDHA, NADH/diaphorase-resazurin fluorescence; stronger effect = lower value | actives 0.15% (n = 480,000) | activity change, % (values are at about 110 or 230 µM) | P00338; in the data active means activity change below about -30%; inconclusive means mostly about -25% to -30%;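 further: plate controls were DMSO wells for no effect and wells without enzyme for full effect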
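Human LDH5 (2 nM) was incubated with 0.06 mM NADH and 0.2 mM pyruvate for 5 min at room temperature in Tris pH 7.4. Remaining NADH was coupled through diaphorase/resazurin, and resorufin fluorescence was read at 0 and 20 min.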
USP1-UAF1 inh – USP1/UAF1 (human) deubiquitinase inhibition; O94782; recombinant USP1/UAF1, Ub-Rhodamine cleavage fluorescence; Potency, µM (series often up to 57.1 µM), without a hit: at the highest dose activity change, negative = inhibition, hits mostly inhibitors; actives 0.23% (n = 390,000); further: potency means the concentration at half of the fitted maximal effect; on the % scale 0 is the no-effect control and ±100 the full control effect; nearly all actives have a fitted effect of over 60% in size; inactives centre near -12
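High-throughput fluorogenic screen: 1nM USP1/UAF1 complex, Ub-Rho substrate 150nM final, 50mM HEPES pH 7.8 with 0.5mM EDTA, 0.1 mg/ml BSA, 1mM TCEP and 0.01% Tween-20.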
GRP78 ERSR act – ER stress response induction in glioma; U87-MG GRP78 promoter luciferase reporter, 16 h; Potency, µM, for inactives: at the highest dose activation, usual class: activators; actives 0.02% (n = 420,000); further: potency means the concentration at half of the fitted maximal effect; series mostly up to about 76 µM; % of control where 0% means no effect; nearly all actives have a fitted effect of over 35% in size
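Stably transfected U87-MG glioma cells carrying a GRP78-based luciferase sensor; 16 h compound incubation. Luminescence end-point read 10 min after Bright-Glo addition at room temperature.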
Vif-APOBEC3G blk – inhibitors of Vif-APOBEC3G interaction. Q9HC16. HeLa A3G-eYFP + Vif (tagged APOBEC3G with the HIV-1 protein that degrades it), YFP fluorescence, overnight. Potency, µM (highest dose often 46.1 µM), without a hit: at the top dose activity, negative = active, usual class: inhibitors. actives 0.076% (n = 410,000). AID 602310;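 further: potency means the concentration at half of the fitted maximal effect; on the % scale 0 is the no-effect control and ±100 the full control effect; nearly all actives have a fitted effect of over 60% in size; hits raise eYFP signal because A3G escapes Vif-driven loss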
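HeLa cells stably expressing Vif and C-terminally eYFP-tagged A3G, seeded overnight at 37 deg C, then exposed to compound by pintool overnight at 37 deg C. Rise in yellow fluorescence (Ex 488/Em 500-530, Acumen) marks blocked Vif-driven A3G degradation.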
TrxR1 substrate – rat thioredoxin reductase 1 substrate activity. O89049. purified TrxR1 substrate turnover, NADPH consumption readout. Potency, µM (titrated, usually from 114 µM), without a hit: at the highest dose activity change, negative = substrate turnover. actives 0.01% (n = 390,000); further: potency means the concentration at half of the fitted maximal effect; on the % scale 0 is the no-effect control and ±100 the full control effect; nearly all actives have a fitted effect of over 50% in size
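Rat TrxR1, dispensed at 90 nM, was prereduced with 400 uM NADPH (final) for 5 min at ~22 deg C, then incubated with compound 15 min before 400 uM selenite. A first-read NADPH fluorescence drop versus no-compound background flagged substrates.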
RXFP1 agonist – RXFP1 (human) receptor agonism | HEK293T-RXFP1 cAMP TR-FRET, 30 min; response scale: percent of porcine relaxin response, buffer zero | Potency, µM (titrated, usually from 57.5 µM), inactives show at the highest dose activation, most hits filed as activators | actives 0.3% (n = 370,000) | AID 2676; further: potency means the concentration at half of the fitted maximal effect; on the % scale 0 is the no-effect control and ±100 the full control effect; nearly all actives have a fitted effect of over 60% in size; many of its hits are not listed in these tables
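HEK293T cells stably expressing RXFP1 were pretreated with the PDE4 inhibitor Ro 20174, exposed to compounds for 30 min at 37C, lysed, and cAMP was read by TR-FRET. Data normalized to buffer (basal) and 29 nM porcine relaxin (100%).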
Numbers without * were called inactive; ? = inconclusive; / = no result given; & = joins results of further samples; [ ] = remark or other dose. Unless noted, the call rests on the fitted dose curve; in most records, active means well fitted curve in the direction sought with a large enough effect; inconclusive means small, poorly fitted or top-dose-only effect, or another doubt; inactive means no such curve, though single readings can be large; an effect the other way counts as inactive or inconclusive. These rows are one share of the data. The share of hits here may be higher or lower than overall.

smiles	PI4K2A inh	IDH1 R132H inh	Vif-A3F inh	LDHA block	USP1-UAF1 inh	GRP78 ERSR act	Vif-APOBEC3G blk	TrxR1 substrate	RXFP1 agonist
Cc1c(Nc2nc3ccccc3nc2NS(=O)(=O)c2cccc(Cl)c2)c(=O)n(-c2ccccc2)n1C	-3	0%	4%	-4	1%	-4%	-12%	-4%	1.7%
O=C(NCc1ccccc1)c1cc[n+](Cc2ccccc2)cc1	-5	2%	13%	1	-15%	1%	4%	1%	1.3%
CN(Cc1ccccn1)Cc1nc(-c2ccc(Cl)cc2)no1	8	1%	4%	0	0%	6%	0%	-13%	0.5%
CCn1cc2nc(SCc3cc(C)ccc3C)n(CCc3ccccc3)c(=O)c2n1	-2	10%	4%	0	-5%	-1%	5%	6%[57.1 µM]	2.5%
O=C(CCc1ccc(O)cc1)c1c(O)cc(O)cc1O	0&-1	-4%[38.3 µM]	-6%	-1&-11	?	3%&0%&10%&-2%&2%	-17%&-13%	5%[57.1 µM]	1.7%
Cc1ccc(S(=O)(=O)NN=Cc2cc(Cl)ccc2O)cc1	5	-7%	7%	-10	-11%	1%	-3%	-14%	/
Cc1ccc(C)c(OCCCCn2ccnc2)c1	-5	9%	-1%	-6	-3%	-3%	0%	5%[57.1 µM]	-0.4%
Nc1nc(NCC(=O)O)nc(NC2CCCCC2)c1[N+](=O)[O-]	-2	-2%	1%	-3	-12%	-1%	0%	-17%	1.2%
CC1CCN(S(=O)(=O)c2ccc(N=NC3=C(O)CC(C)(C)CC3=O)cc2)CC1	-5	-1%	-4%	0	-9%	-1%	-2%	-9%[57.1 µM]	-1.3%
CCOC(=O)C1(C)CCCN(C(=O)c2ccc3snnc3c2)C1 (stereo not drawn)	-1	/	/	-13	/	1%	-2%	/	/
CC(C)Nc1nc(-c2cccnc2)nc(-c2ccc(Cl)cc2)c1C#N	0	5%	8%	-8	-29%	-2%	1%	20%	?
O=C(COC(=O)CNC(=O)c1ccco1)NCCN1C(=O)CSC1=O	0	12%	-7%	-8	-3%	-3%	-1%	-2%	1.0%
Cc1ccccc1NC(=S)N(CCCN1CCCCC1)Cc1ccco1	3	0%	2%	-7	-8%	-1%	-1%	13%[57.1 µM]	7.0%
CC1=C(C(=O)OC(C)C)C(c2ccc(Br)s2)NC(=O)N1 (stereo not drawn)	-5	5%	-10%	4	-21%	-4%	-1%	-7%	0.0%
O=[N+]([O-])c1cccc(/C(=N/N=C/c2ccccc2Br)C23CN4CN(CN(C4)C2)C3)c1	5	7%	-12%	3	-5%	2%	-6%	25%[57.1 µM]	0.6%
CC(=O)N(C(C)=O)c1c(N2CCCC2)c2ccccc2oc1=O	1	4%	-1%	-2&-9	-12%	2%	2%	-5%[57.1 µM]	1.3%
COc1cccc(OCC(=O)Nc2cc(Cl)ccc2Oc2ccccc2)c1	3	3%	1%	-2	-22%	-6%	2%	-2%	0.2%
CC(C)c1ccc(NC(=O)Cc2c(C(=O)O)n(C)c3ccccc23)cc1	7	-3%	-13%	1	-7%	-1%	0%	5%[57.1 µM]	2.3%
Cc1cnc(C(=O)OCc2ccc(C#N)cc2)cn1	4	11%	1%	-4	-20%	0%	1%	3%	-1.4%
Cc1oc2cc3oc(=O)c(CCC(=O)NCCCn4ccnc4)c(C)c3cc2c1C	3	0%	-2%	-3	-3%	1%	0%	-2%	1.5%
Cc1csc(NC(=O)c2cnccn2)n1	-3	-3%	-7%	-3	-15%	-1%	-2%	7%[57.1 µM]	-0.3%
CC(C)CSc1ncc(-c2cccc(C(F)(F)F)c2)cn1	-5	6%	-8%	5	-18%	3%	0%	10%	-1.8%
COCc1nc2oc3ccccc3c(=O)c2cc1C(=O)OC	-4	5%	11%	-2	-10%	4%	-7%	5%	7.9%
Cc1ccc(-c2nc3n(n2)C(c2ccccc2Cl)C=C(c2ccc(Cl)cc2)N3)cc1 (stereo not drawn)	-8	-11%	-5%	-8	?	1%	-2%	-14%	5.1%
FC(F)(F)c1cccc(Sc2nc(-c3ccccc3)nnc2C(F)(F)F)c1	7	5%	6%	-1	-19%	4%	-9%	4%[57.1 µM]	-0.4%
COCCCNC(=O)Nc1ccc(F)cc1F	2	3%	-3%	-8	-16%	-2%	1%	12%[57.1 µM]	2.2%
COc1ccc(-c2noc(CCC(=O)NCCCN3CCN(c4ccccc4F)CC3)n2)cc1	3	-8%	11%	2	-5%	1%	8%	-6%	3.6%
COc1ccc(NS(=O)(=O)c2cc(NC(=O)[C@@H](NC(N)=O)C(C)C)ccc2C)cc1	-4	4%	?	-5	3%	-5%	?	-1%	2.2%
COc1ccc(CN2C(=O)c3ccccc3C(/C=N/OCc3ccc(Cl)cc3)C2=O)cc1 (stereo not drawn)	-18	3%	0%	-9	?	-6%	-8%	11%[57.1 µM]	0.2%
N#CCC(=O)Nc1ccc(C(=O)NCCc2c[nH]c3ccccc23)cc1	0	-3%	7%	-5	-6%	-5%	0%	-5%	1.7%
O=C(O)CC(CC(=O)N1CCOCC1)c1ccccc1 (stereo not drawn)	3	-11%	-2%	-5	-13%	-6%	0%	-6%	-0.8%
CC(=O)Nc1cccc(NC(=O)CS(=O)(=O)c2cn(CC(=O)N3CCCC3)c3ccccc23)c1	5	-1%	8%	-2	-9%	-3%	1%	5%	-3.7%
CC1N/C(=C\C(=O)c2ccccc2)N(O)C1(C)C (stereo not drawn)	8	1%	/	0	-18%	-7%	-3%	-12%	-0.9%
CS(=O)(=O)N1CCC(C(=O)Nc2cc(Cl)cc(Cl)c2)CC1	2	16%	1%	-4	-2%	-7%	-3%	-7%[57.1 µM]	2.3%
Cc1cc(Cl)ccc1NC(=O)CSc1nnc(Cc2cccs2)n1Cc1ccco1	0	8%	-2%	-2	-22%	1%	-7%	1%	0.0%
Cn1c(=O)[nH]c2nc[nH]c2c1=O	1	-4%	9%	-8	?	-1%&-4%	-3%	-6%	-0.3%
CCOc1ccc(CNC(=O)C2CCN(S(=O)(=O)N3CCCC3)CC2)cc1OC	-4	-1%	-6%	1	-10%	-5%	1%	6%	1.1%
O=C(CCn1c(=O)c2sccc2n(Cc2cc(=O)n3ccccc3n2)c1=O)NCc1ccco1	11	5%	-9%	-1	-4%	-1%	1%	14%[57.1 µM]	6.0%
Fc1ccc(COc2ccc(Br)cc2CNCC2CCCO2)cc1 (stereo not drawn)	-7	-3%	-3%	0	-1%	-3%	0%	-8%	1.8%
N#CC(c1nc2ccccc2nc1N1CCCC1)S(=O)(=O)c1ccccc1 (stereo not drawn)	-1	-5%	-24%	8	-23%	1%	-25%	22%	-3.2%
Cc1ccc(/C=N/NC(=O)Cc2cccn2C)s1	-6	1%	1%	-1	-8%	4%	-2%	-19%	0.5%
COc1ccc(-c2nc(CS(=O)(=O)CC(=O)NCCCN3CCN(C)CC3)c(C)o2)cc1	-6	-10%	-8%	-1&-8	-7%	4%	3%	10%	-1.9%
COCCCNC(=O)c1ccc(Cn2c(SCc3ccc(F)cc3)nc3cccnc32)cc1	1	0%	8%	-19	-10%	2%	4%	8%	6.0%
Cc1ccc(Cl)cc1N(C)C(=O)C1CCCN(c2ncnc3onc(-c4ccc(F)cc4)c23)C1 (stereo not drawn)	2	11%	1%	0	-15%	-3%	0%	4%	0.6%
COc1ccccc1-c1cnn2c(NC3CCCC3)cc(C)nc12	-3	-4%	11%	-1	-24%	5%	0%	15%	2.7%
Cc1nn(C)c(C)c1/C=N/O	9	1%	-2%	-4	-7%	-3%	0%	-2%	-1.1%
CCOc1cc(/C=C2/NC(=S)NC2=O)ccc1OCc1ccc([N+](=O)[O-])cc1	-1	4%	3%	3	-17%	-7%	-1%	-6%	0.1%
CC1CN(c2ccc(Oc3ccccc3)cc2)c2nc3c(c(=O)n(CC(N)=O)c(=O)n3C)n2C1 (stereo not drawn)	0	12%	0%	-1	-5%	-4%	2%	7%	-3.5%
Cc1onc(C(=O)NCc2cccs2)c1[N+](=O)[O-]	0	-13%	1%	-4	-1%	-4%	-1%	5%	-0.1%

Assay outcomes from PubChem BioAssay.
